Source: PubChem
Smad3 inh: Smad3 (human) transcription factor binding inhibition | AID 630 | TR-FRET Smad3/Dy647-FoxH1 peptide binding, europium anti-His | hit rate 0.29% among 88,000 | inhibition, % at 25 µM | P84022;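 active = compounds that reduce the energy-transfer binding signal between the protein and its labelled peptide by more than half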;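 note: 0% = Smad3 plus labelled peptide maximal FRET and 100% = peptide-only background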
MT1-MMP txn act: activates MT1-MMP transcription; hit rate 0.16% among 86,000; HT1080 MT1-MMP promoter luciferase reporter, luminescence, overnight; stronger effect = higher value; activation factor at 10 µM;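 active = activation factor of at least 2 for MT1-MMP transcription at 10 µM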
sEH inh: soluble epoxide hydrolase (human) inhibition; P34913; recombinant human sEH enzymatic activity assay; inhibition, % at 2 µM; hit rate 0.34% among 91,000; in the data active = inhibition above about 80%; note: values of inactives mirror those of a sister screen read the other way; many of its hits are not listed in these tables
ERa coact pot: ER-alpha (human) coactivator binding potentiation | P03372 | TR-FRET ERalpha-LBD/SRC-Cy5 coactivator binding, 2 h; 100 = basal binding, no effect | coactivator binding (% of control), % at 25.6 µM | hit rate 1.3% among 86,000; in the data active = activity above about 200%;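 note: binding measured in presence of low estradiol as agonist stimulus; 0% = peptide alone without receptor and 100% = receptor with peptide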
Target sequence (P03372 whole entry, looked up, the tested form may be a part): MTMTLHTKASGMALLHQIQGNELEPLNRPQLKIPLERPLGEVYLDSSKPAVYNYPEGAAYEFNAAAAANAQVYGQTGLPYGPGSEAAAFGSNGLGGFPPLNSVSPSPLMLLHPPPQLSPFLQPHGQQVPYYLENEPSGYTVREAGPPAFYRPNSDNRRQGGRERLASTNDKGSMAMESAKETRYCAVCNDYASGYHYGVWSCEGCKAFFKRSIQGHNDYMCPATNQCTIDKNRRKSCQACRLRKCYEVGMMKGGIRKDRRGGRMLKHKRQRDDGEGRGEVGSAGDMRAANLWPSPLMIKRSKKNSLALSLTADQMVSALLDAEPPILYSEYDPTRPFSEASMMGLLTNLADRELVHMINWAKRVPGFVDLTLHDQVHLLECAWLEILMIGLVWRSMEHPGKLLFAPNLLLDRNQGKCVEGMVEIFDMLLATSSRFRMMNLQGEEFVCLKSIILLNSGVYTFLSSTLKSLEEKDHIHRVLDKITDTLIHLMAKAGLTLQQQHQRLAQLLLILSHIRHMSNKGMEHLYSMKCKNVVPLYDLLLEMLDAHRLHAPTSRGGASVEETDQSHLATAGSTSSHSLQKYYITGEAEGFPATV
sEH act: increases human soluble epoxide hydrolase activity; purified human sEH enzymatic activity, activator screen; activation, % at 2 µM; hit rate 0.04% among 91,000; AID 717; in the data active = activation above about 37%; note: values of inactives mirror those of a sister screen read the other way
ERb SRC1 inh: blocks coactivator binding to human estrogen receptor beta. TR-FRET ER-beta LBD / SRC1-Cy5 peptide binding; receptor agonist-loaded with 1 µM estradiol. inhibition, % at 25.6 µM. hit rate 1.3% among 86,000;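 active = compounds whose percent inhibition of the receptor-coactivator binding signal exceeds about 50% in the single-dose screen, limit read from the data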;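 note: 0% = receptor plus peptide wells without compound and 100% = peptide-only wells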
Target sequence (Q92731 whole entry, looked up, the tested form may be a part): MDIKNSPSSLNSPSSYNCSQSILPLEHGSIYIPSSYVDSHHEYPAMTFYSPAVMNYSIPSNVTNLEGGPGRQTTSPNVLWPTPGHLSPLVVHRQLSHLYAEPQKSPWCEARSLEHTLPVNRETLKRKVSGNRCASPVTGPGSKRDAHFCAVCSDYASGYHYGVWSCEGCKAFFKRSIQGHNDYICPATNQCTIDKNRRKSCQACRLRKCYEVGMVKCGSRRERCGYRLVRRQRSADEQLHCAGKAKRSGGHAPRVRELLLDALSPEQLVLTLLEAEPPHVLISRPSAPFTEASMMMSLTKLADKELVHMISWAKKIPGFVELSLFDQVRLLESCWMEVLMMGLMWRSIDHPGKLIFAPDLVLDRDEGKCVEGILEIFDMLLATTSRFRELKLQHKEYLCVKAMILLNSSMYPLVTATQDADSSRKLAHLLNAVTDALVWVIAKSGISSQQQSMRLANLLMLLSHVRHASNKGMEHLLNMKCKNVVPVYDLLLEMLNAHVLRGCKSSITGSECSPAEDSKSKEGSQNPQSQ
Mac1 fbg enh: increases human CD11b/CD18 adhesion to fibrinogen. P05107+P11215. K562 CD11b/CD18 adhesion to fibrinogen, ATPlite luminescence. activation, % at 10 µM. hit rate 0.07% among 93,000. AID 1499;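 active = 10 µM primary screen giving 50% or more activity, confirmed by 40% or more on retest at that dose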; note: strong numbers were not always called active; reference of the scale not given here
CD11b adhes inh: CD11b/CD18-fibrinogen binding inhibition | hit rate 0.54% among 93,000 | inhibition, % at 10 µM | K562 CD11b/CD18 adhesion to fibrinogen, ATPlite luminescence; Mn2+ added to activate the integrin;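 active = primary inhibition of 50% or more at 10 µM, then 40% or more on retest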; note: some results filed as inactive read as strong as hits
Candida biofilm: kills Candida albicans biofilms; C. albicans biofilm + clotrimazole, Alamar Blue; inhibition, % at 6 µM; hit rate 0.14% among 85,000;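 active = inhibition above 20%; inactive = inhibition below 20%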;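 note: preformed 24 hr biofilms exposed to compound for 48 hr; 0% = biofilm without compound and 100% = blank killed by clotrimazole plus chlorhexidine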
Numbers without * were called inactive; . = no result given; [ ] = another dose, or the depositor's remark. A portion of the library; count on the stated rates, not on these rows.

Order of values: Smad3 inh	MT1-MMP txn act	sEH inh	ERa coact pot	sEH act	ERb SRC1 inh	Mac1 fbg enh	CD11b adhes inh	Candida biofilm
> Cc1cc(C)n2nc(C(=O)Nc3ccccc3N3CCOCC3)nc2n1
  -4.1	1.1	.	105.6	.	-10.5	-0.7	-1.3	-3.2
> CC(C)CNC(=O)CCc1c[nH]c2ccccc12
  -8.4	1	-1.5	93.3	2.0	5.8	0.3	15.8	5.7
> COc1ccc2[nH]c(=O)c(CN(Cc3ccc(C)cc3)Cc3nnnn3CC3CCCO3)cc2c1 (stereo unspecified)
  -2.6	1.1	.	86.1	.	6.7	1.7	9.8	6.1
> CCN(CC)c1ccc2cc(C(=O)Nc3cccnc3N3CCOCC3)c(=O)oc2c1
  8.2	1	.	115.8[fluorescence artefact?]	.	-6.3	-4.8	-0.6	-2.3
> CCc1nc(SCC(=O)N2CCN(C(=O)c3ccco3)CC2)c2c3c(sc2n1)CCCC3
  9.4[fluorescence artefact?]	1	.	112.6	.	-4.5	2.8	6.5	1.4
> CCOC(=O)N1CCN(S(=O)(=O)c2cc(Cl)ccc2Cl)CC1
  -4.3	1.1	.	110.7[fluorescence artefact?]	.	-3.1	.	.	0.7
> CCOc1ccccc1OCCOc1cccc(C(F)(F)F)c1
  .	.	-1.4	.	4.6	.	-1.4	-21.7	.
> COCCn1c(N)c(C#N)c2nc3ccccc3nc21
  14.0	0.9	-0.7	76.2	0.5	10.5	-2.6	-0.2	4.6
> O=C(Nc1ccc(Cl)cc1)c1csc(-c2ccccc2)n1
  .	.	4.4	.	-4.8	.	1.6	2.4	.
> CCCCn1c(=O)c(-c2ccccc2)c(O)c2ccccc21
  4.9	1.2	-9.8	117.1	10.2	-23.5[fluorescence artefact?]	-2.7	2.9	7.2
> Cc1[nH]n(-c2ccccc2)c(=O)c1C(C[N+](=O)[O-])c1ccccc1Cl (stereo unspecified)
  .	.	9.4	.	-7.3	.	-2.9	-4.5	.
> Cc1ccc(NC(=O)Nc2ccccc2C(=O)NCc2ccccc2)cc1
  -0.4	1.2	-4.0	97.3	1.2	1.5	0.4	-7.4	-0.5
> O=C1CSC(=O)N1CC(O)COc1ccc(Cl)cc1 (stereo unspecified)
  3.2	1.3	1.0	116.7	-2.9	-21.6	-2.9	-7.8	7.5
> CCc1ccc2oc(=O)cc(CN3CCN(c4ccc(F)cc4)CC3)c2c1
  0.7	1.2	-7.4	111.1	8.5	3.0	-0.1	-8.7	1.6
> CCOC1(OCC)N=C(N)C2(C#N)C(c3cccc(OC)c3OC)C12C#N (stereo unspecified)
  10.9	1.4	-6.3	106.4	3.0	-14.5	-4.3	-7.2	7.6
> O=C(Nc1ccc(F)cc1)C1CCC(N2C(=O)c3ccccc3C2=O)CC1 (stereo unspecified)
  3.9	.	-3.4	125.7	4.8	-5.4[fluorescence artefact?]	7.4	19.4	9.3
> CCOC(=O)c1ccccc1NC(=O)CSc1nc2ccccc2o1
  -1.4	1.1	.	85.4	.	-1.9	0.4	0.3	-4.5
> O=C(CSc1ccccc1C(=O)O)NC1CCCCCCC1
  20.6	1.2	-0.2	103.4	-0.7	-26.5	-6.0	1.3	3.1
> CCN1C(=O)OC2(CCCCC2)C1(C)O (stereo unspecified)
  3.8	1.1	5.7	124.0	-0.8	-3.7	-3.5	1.1	8.0
> CC(=O)OCCc1c(C)nc2nc[nH]n2c1=O
  9.0	.	0.4	94.8	2.8	9.4	0.9	-9.7	5.0

Part of the list above in order of length of the SMILES, falling:
Order of values: Smad3 inh	MT1-MMP txn act	sEH inh	ERa coact pot	sEH act	ERb SRC1 inh	Mac1 fbg enh	CD11b adhes inh	Candida biofilm
> CCOC1(OCC)N=C(N)C2(C#N)C(c3cccc(OC)c3OC)C12C#N (stereo unspecified)
  10.9	1.4	-6.3	106.4	3.0	-14.5	-4.3	-7.2	7.6
> CCc1ccc2oc(=O)cc(CN3CCN(c4ccc(F)cc4)CC3)c2c1
  0.7	1.2	-7.4	111.1	8.5	3.0	-0.1	-8.7	1.6
> CCOC(=O)c1ccccc1NC(=O)CSc1nc2ccccc2o1
  -1.4	1.1	.	85.4	.	-1.9	0.4	0.3	-4.5

Next compounds
Order of values: Smad3 inh	MT1-MMP txn act	sEH inh	ERa coact pot	sEH act	ERb SRC1 inh	Mac1 fbg enh	CD11b adhes inh	Candida biofilm
> CC(=O)Nc1cccc(NC(=O)c2cc(-c3cccnc3)nc3ccc(Br)cc23)c1
  .	.	-2.4	.	1.1	.	52.6*	8.2	.
> Oc1c(C(c2cccs2)N2CCN(c3ccc(F)cc3)CC2)sc2ncnn12 (stereo unspecified)
  11.4	1	6.6	103.7	-7.8	-11.9	0.1	-10.3	6.9
> COC(=O)c1[nH]c2ccc(C)cc2c1NC(=O)Nc1ccc(OC)cc1
  .	.	-3.1	.	3.2	.	7.3	1.6	.
> COc1cccc(-c2nnc(SCC(=O)Nc3cc(C)on3)o2)c1
  .	1.3	8.4	.	-5.1	.	-0.8	-9.1	.
> CCOC(=O)c1[nH]nc(-c2c(O)cc(C)cc2O)c1-c1csc(C)n1
  5.6	.	-8.5	91.8	10.0	0.3	-1.6	-8.0	6.3
> O=C(Nc1ccccc1)N1CCC(n2c(=O)[nH]c3ccccc32)CC1
  -15.4	.	9.7	111.1	-12.0	14.6[fluorescence artefact?]	5.0	-6.2	1.8
> Clc1ccc(-n2ncc3c(N4CCCCCC4)ncnc32)cc1
  -17.6	.	.	109.5[fluorescence artefact?]	.	4.3	-2.0	45.7	-2.2
> Cc1n[nH]c(C)c1-c1nc2ccccc2[nH]1
  -4.1	1.1	1.3	89.4	-2.5	5.2	.	.	4.5
> Cc1ccc2c(NC(=O)C3CC3)c(C)ccc2n1
  4.3	1.1	-17.7	130.2	15.4	-29.6[fluorescence artefact?]	-1.4	-8.9	8.1
> CCC(=O)N1CCc2cc(Br)cc(S(=O)(=O)CCC(=O)NCC3CCCO3)c21 (stereo unspecified)
  0.0	1.1	-3.8	103.1	4.3	0.9[fluorescence artefact?]	.	.	8.2
> CCC(Sc1nnnn1C)C(=O)Nc1ccc(C(C)=O)cc1 (stereo unspecified)
  -5.6	1.5	9.6	94.8	-6.9	6.1[fluorescence artefact?]	-2.9	-27.8	6.9
> CCCCCn1c(C(Cc2ccccc2)NC(C)=O)nc2ccccc21 (stereo unspecified)
  -2.6	.	4.2	98.5	-2.6	13.6	0.7	-3.5	4.7
> Clc1ccc(-c2nnc(-c3ccccc3)o2)c(Cl)c1
  -6.5	1.8	1.2	81.6	-2.0	18.3	-7.7	80.7	5.1
> CCOC(=O)C1C(=O)NC(N2CCN(c3ccccc3)CC2)=NC1c1ccco1 (stereo unspecified)
  -3.3	1.1	-13.9	104.5	17.6	6.5	3.4	-43.3	7.5
> COc1ccccc1C(=O)NC1CCCCCCC1
  9.3[fluorescence artefact?]	1.3	-0.4	106.9	3.0	-9.5	.	.	6.0
> O=C(c1ccco1)N1CCN(C(=O)c2cc(-c3ccccn3)nc3ccc(Cl)cc23)CC1
  -0.5	1.4	1.9	43.8	-0.6	54.2*[fluorescence artefact?]	83.9	-57.2	-2.2
> O=C(CCc1ccccc1)NCCCN1CCOCC1
  7.9	1.2	11.4	113.3	-11.1	-3.7	1.5	-17.2	6.3
> Fc1ccccc1CN1CCCCCCC1
  8.3	1.1	-3.8	103.9	4.0	-2.0	-4.1	-0.9	-2.7
> O=C(C1CCCN(S(=O)(=O)c2cccc3nonc23)C1)N1CCC(Cc2ccccc2)CC1 (stereo unspecified)
  8.4	.	-4.3	118.2[fluorescence artefact?]	2.5	5.0	28.9	9.8	5.2
> CC(C)CCn1nnnc1C(c1ccc(F)cc1)N1CCC(C(N)=O)CC1 (stereo unspecified)
  9.0[fluorescence artefact?]	1.1	.	106.1	.	-9.4	3.1	-8.8	9.9
> Cc1cc(C)cc(CC2CC(=O)N(c3ccc(Cl)cn3)C2=O)c1 (stereo unspecified)
  -9.2	1.1	-7.3	98.2	6.5	-7.3	1.1	4.1	7.4
> CCc1nnc(NC(=O)Cc2ccc(OC)cc2)s1
  -7.1	1	-2.0	103.9	4.3	-8.8	-3.9	12.8	4.1
> CCCc1[nH]nc2c1C(c1cccc(OC)c1)C(C#N)=C(N)O2 (stereo unspecified)
  9.1	0.9	13.0	103.9	-13.6	-11.4	11.0	-1.9	7.1
> Cc1nn(C)cc1/C=N/O
  -7.4	1	-7.3	79.6[fluorescence artefact?]	9.4	24.6[fluorescence artefact?]	-0.5	-4.5	4.4
> COc1cc(C(C(=O)NC(C)(C)C)N(Cc2ccccc2)C(=O)c2cnccn2)cc(OC)c1OC (stereo unspecified)
  7.8	0.9	-8.0	116.5	8.6	-18.8	-1.8	-3.6	3.6
> COc1cccc2c(=O)ccoc12
  .	.	9.4	.	-7.5	.	-3.6	12.9	.
> Cc1coc(NC(=O)CSc2nc(-c3ccc(Cl)cc3)cc(C(F)(F)F)c2C#N)n1
  8.3[fluorescence artefact?]	1.2	-17.9	190.4[fluorescence artefact?]	20.2	25.9[fluorescence artefact?]	-1.6	6.3	3.2
> CCNC(=O)C1CC(=O)N(c2ccc(Br)cc2)C1 (stereo unspecified)
  -5.2	1.2	-3.6	116.1	1.9	-9.7	3.0	-2.6	8.1
> O=C(O)c1ccc2c(c1)-c1nc3ccccc3n1C2=O
  .	.	9.9	.	-11.7	.	-2.8	-31.0	.
> CC(=O)C(Sc1ccc2nnc(-c3ccc(F)cc3)n2n1)C(C)=O
  3.4	1	.	97.7	.	-6.6	-2.0	-0.1	0.2
> O=C1c2ccccc2C(=O)N1Cc1nc2ccccc2o1
  6.6	1.1	-15.4	109.9	16.9	1.8	0.1	-0.4	8.4
> Cc1ccc(Cn2c(CN3CCOCC3)nc3c2c(=O)[nH]c(=O)n3C)cc1
  -12.6	1.1	11.5	98.6	-9.8	8.1[fluorescence artefact?]	.	.	-2.0
> CC1CCCC(NC(=O)CSc2nnc(N)s2)C1C (stereo unspecified)
  6.1	1.1	10.0	101.3[fluorescence artefact?]	-10.3	-3.3	.	.	1.6
> CCCOc1ccc(-c2nnc(-c3ccco3)o2)cc1
  2.6	0.5	-10.6	103.1	9.0	-2.2	-5.4	19.8	9.5
> Cc1cc(C(=O)CN2C(=O)NC3(CCCc4ccccc43)C2=O)c(C)n1Cc1cccs1 (stereo unspecified)
  1.8	1.2	7.0	103.7	-5.9	-2.9	-3.0	-3.4	4.7
> COC(=O)C1CCN(C(=O)c2sc3nc(-c4ccccc4)cn3c2C)CC1
  -4.7	.	-2.0	103.1	2.9	-0.1[fluorescence artefact?]	-3.3	1.5	9.6
> CC(C)Oc1ccc(C(=O)CCN2CCCCC2)cc1
  10.2	1.1	0.5	92.1	2.8	8.2	.	.	9.5
> O=C(C1CCCO1)N1CCC(c2nc3ccccc3[nH]2)CC1 (stereo unspecified)
  10.8	1.1	-11.0	127.3[fluorescence artefact?]	14.3	-0.6	5.2	-8.7	-10.4
> O=c1c(Cc2ccc(F)cc2)c(O)ccn1C1CCCCC1
  .	.	-26.0	.	23.5	.	-4.9	-28.0	.
> CCCCCC1CC1C(=O)N/N=C/c1ccc(N(C)C)cc1 (stereo unspecified)
  .	.	12.4	.	-11.8	.	-1.3	1.4	.
> CCC(=O)N1CCc2cc(S(=O)(=O)CCC(=O)N3CCc4ccccc4C3)ccc21
  2.2	1.2	13.8	110.1	-15.8	-7.1	0.4	-16.6	4.6

Looked up above:
ERb SRC1 inh result of `Cc1cc(C)cc(CC2CC(=O)N(c3ccc(Cl)cn3)C2=O)c1` (stereo unspecified) is entered as -7.3
CD11b adhes inh result of `COc1cc(C(C(=O)NC(C)(C)C)N(Cc2ccccc2)C(=O)c2cnccn2)cc(OC)c1OC` (stereo unspecified) is entered as -3.6
Mac1 fbg enh result of `O=C(O)c1ccc2c(c1)-c1nc3ccccc3n1C2=O` is entered as -2.8
CD11b adhes inh result of `CCNC(=O)C1CC(=O)N(c2ccc(Br)cc2)C1` (stereo unspecified) is entered as -2.6
sEH inh result of `Cc1ccc(Cn2c(CN3CCOCC3)nc3c2c(=O)[nH]c(=O)n3C)cc1` is entered as 11.5
